High-throughput results deposited in PubChem BioAssay by several laboratories.
BoNT-F LC inh: BoNT/F light chain protease inhibitors, primary screen, biochemical, flow cytometry, MLPCN library; actives 0.22% (n = 360,000); Multiplex microsphere protease cleavage assay; inhibition, % at 10 µM; Botulinum neurotoxin type F light chain protease (Clostridium botulinum); in the data active means inhibition above about 35%, passing the limit was not always enough; inconclusive means no clear call, values can overlap the other calls; further: plate controls were buffer without enzyme for full effect and enzyme alone for no effect
Rv3671c protease: Rv3671c serine protease inhibitors, primary screen, biochemical, fluorescence polarization, M. tuberculosis H37Rv; actives 0.048% (n = 320,000); inhibition, % at 5.96 µM; AID 2606, 2010; in the data active means inhibition above about 38%;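 further: extracellular domain of Rv3671c used as enzyme; 0% = enzyme with DMSO and 100% = no enzyme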
Target sequence (P9WHR9 whole entry, looked up, the tested form may be a part): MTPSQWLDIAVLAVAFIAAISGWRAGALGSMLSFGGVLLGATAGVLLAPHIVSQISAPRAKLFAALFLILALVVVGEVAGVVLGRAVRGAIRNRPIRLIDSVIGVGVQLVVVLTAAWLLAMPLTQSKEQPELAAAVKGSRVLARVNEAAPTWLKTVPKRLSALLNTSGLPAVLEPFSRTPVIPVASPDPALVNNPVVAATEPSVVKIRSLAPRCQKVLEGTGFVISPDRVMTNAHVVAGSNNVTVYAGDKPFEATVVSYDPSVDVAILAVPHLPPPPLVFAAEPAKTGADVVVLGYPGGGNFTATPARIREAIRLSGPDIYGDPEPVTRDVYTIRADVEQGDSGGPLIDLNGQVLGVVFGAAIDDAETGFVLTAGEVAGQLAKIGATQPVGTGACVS
GDH-TPI inh: GDH-TPI coupling enzyme inhibitors, primary screen, artefact control for M. tuberculosis FBA inhibitor project, biochemical, absorbance, full deck; GDH-TPI coupled enzyme counterscreen, NADH absorbance; inhibition, % at 4.8 µM; actives 1.2% (n = 360,000); AID 588335, 2011; in the data active means inhibition above about 30%;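 further: 0% = DMSO wells and 100% = wells lacking the enzyme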
MazEF act: activators of E. coli MazEF toxin-antitoxin RNase, primary screen, biochemical, fluorescence, uHTS; Endoribonuclease toxin MazF (Escherichia coli (strain K12)), P0AE70; FAM/BHQ RNA-DNA oligo cleavage fluorescence, 5 h; activation, % at 20 µM; actives 0.32% (n = 350,000); in the data active means activation above about 50%
Target sequence (P0AE70 whole entry, looked up): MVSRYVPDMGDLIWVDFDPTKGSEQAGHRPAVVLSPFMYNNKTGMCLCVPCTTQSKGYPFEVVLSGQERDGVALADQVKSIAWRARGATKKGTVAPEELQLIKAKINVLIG
FadD28 FP inh: inhibitors of FadD28 bisubstrate probe binding, primary screen, biochemical, fluorescence polarization, single point | Mycobacterium tuberculosis FadD28 fatty-acid-AMP ligase | inhibition, % at 12.5 µM | actives 0.22% (n = 360,000); in the data active means inhibition above about 8.5%, passing the limit was not always enough; inconclusive means no clear call, values can overlap the other calls
BioA inh: M. tuberculosis BioA enzyme inhibitors, primary screen, biochemical, plate reader, single point, HTS. inhibition, % at 9.99 µM. purified M. tuberculosis BioA enzyme. AID 602481, 2012. 7,8-diaminopelargonic acid synthase BioA (Mycobacterium tuberculosis). actives 0.096% (n = 360,000); in the data active means inhibition above about 40%; inconclusive means no clear call, values can overlap the other calls
PrPC surface inh: inhibitors of human cell surface prion protein PrPC, primary screen, cell-based, TR-FRET; Major prion protein (Homo sapiens), P04156; TR-FRET read-out; inhibition, % at 13.8 µM; actives 0.43% (n = 370,000); AID 720596, 2013; in the data active means inhibition above about 24%; further: 0% = median of the test wells and 100% = reference compound wells
Mtb FBA inh: Mtb FBA enzyme inhibitors, primary screen, biochemical, fluorescence, strain H37Rv | Fructose-bisphosphate aldolase (Mycobacterium tuberculosis (strain ATCC 25618 / H37Rv)), … | purified M. tuberculosis FBA, fluorescence read-out | inhibition, % at 1 µM | actives 2.3% (n = 360,000); in the data active means inhibition above about 27%;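 further: 0% = vehicle and 100% = reference inhibitor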
Target sequence (P9WQA3 whole entry, looked up): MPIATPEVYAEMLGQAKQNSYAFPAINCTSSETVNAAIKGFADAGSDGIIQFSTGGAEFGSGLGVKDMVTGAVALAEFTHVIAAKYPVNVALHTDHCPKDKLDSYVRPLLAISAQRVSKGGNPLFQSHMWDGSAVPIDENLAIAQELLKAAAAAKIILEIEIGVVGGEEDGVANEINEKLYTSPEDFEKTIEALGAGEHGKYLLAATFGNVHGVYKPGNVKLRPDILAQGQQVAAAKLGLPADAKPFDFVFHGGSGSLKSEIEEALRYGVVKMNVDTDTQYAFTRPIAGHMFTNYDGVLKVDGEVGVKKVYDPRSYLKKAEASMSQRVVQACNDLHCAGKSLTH
Mtb UGM inh: M. tuberculosis UGM enzyme inhibitors, primary screen, biochemical, fluorescence polarization, single point. UDP-galactopyranose mutase (Mycobacterium tuberculosis (strain ATCC 25618 / H37Rv)), …. purified UGM, fluorescence polarization probe displacement. inhibition, % at 10 µM. actives 0.06% (n = 320,000); in the data active means inhibition above about 10%, passing the limit was not always enough; inconclusive means no clear call, values can overlap the other calls
The depositor's hits bear a star; ? = inconclusive; nt = not tested or not shown.

Under each structure: BioA inh | PrPC surface inh | BoNT-F LC inh | GDH-TPI inh | Rv3671c protease | Mtb UGM inh | FadD28 FP inh | Mtb FBA inh | MazEF act
CN(C)c1nc(-c2ccc([N+](=O)[O-])cc2)cs1
    0.0 | -21 | 6 | 12 | -4 | -0.7 | -1.3 | 34* | 1
Cc1ccccc1OCC(=O)NCCCNC(=O)c1ccccn1
    -8.2 | -1 | 9 | 8 | 9 | 0.8 | 1.7 | 3 | -15
O=C(Nc1ccncc1)Nc1ccc(Br)cc1Cl
    0.1 | 5 | -4 | -5 | nt | -0.1 | -6.0 | -1 | 2
COc1ccc(C(=O)N2CCN(C(=O)c3cc(OC)c(OC)c(OC)c3)CC2)cc1
    4.6 | -6 | 10 | -1 | 10 | -0.1 | -2.6 | 0 | 7
CCc1cc(CNC(=O)c2ccc(OC3CCN(CCc4ccccc4)CC3)cc2)on1
    1.4 | 4 | -3 | -4 | -4 | -1.1 | -2.4 | -1 | 8
COc1ccc2c(c1)C(=O)N(c1ccccc1C)C(=O)C2(C)C
    nt | 1 | -4 | 2 | 10 | 0.9 | -2.2 | 25 | 5
CC1(C)CC(=O)C(CO)=C(c2cccc3ccccc23)C1=O
    0.0 | -1 | -2 | -8 | -11 | 3.0 | 2.2 | -1 | 5
COc1ccc(C2C(C(=O)c3cccs3)=C(O)C(=O)N2c2nncs2)cc1 (stereo unspecified)
    -6.6 | 1 | 1 | 7 | 0 | 13* | -9.2 | -2 | -867
Cc1cccc(C(=O)c2cccc(C)c2)c1
    -2.1 | 4 | 1 | 4 | 4 | -0.4 | 0.9 | 2 | -9
COC(=O)c1sccc1NC(=O)CC1C(=O)NCCN1C(=O)Nc1ccc(OCc2ccccc2)cc1 (stereo unspecified)
    0.0 | 10 | 1 | 2 | -6 | -1.0 | -3.8 | -1 | 8
COc1ccc(CNC(=O)CCCN2C(=O)c3ccccc3C2=O)cc1
    -2.5 | -7 | -2 | 8 | -9 | 0.0 | -2.4 | 1 | 8
COc1cc(CCC(=O)OCC(=O)N(CC(C)C)C2CCS(=O)(=O)C2)cc(OC)c1OC (stereo unspecified)
    nt | -7 | -4 | -1 | nt | nt | -3.3 | 2 | 0
Cc1ccc(-c2csc(NC(=O)c3cccc([N+](=O)[O-])c3)n2)cc1
    1.8 | 3 | 19 | 0 | 1 | -2.3 | -2.4 | -4 | 34
Cc1cccc(NC(=O)C2CCN(S(=O)(=O)c3cccc4nsnc34)CC2)c1
    0.0 | -27 | -7 | 13 | -1 | 1.9 | -0.3 | 2 | 4
CCOc1cccc(-c2csc(C3COc4ccccc4O3)n2)c1 (stereo unspecified)
    nt | -3 | 6 | 3 | -2 | -0.2 | -0.6 | 2 | -2
O=C(Cc1ccc(Cl)cc1)NCCCn1ccnc1
    0.4 | -4 | -14 | 10 | -5 | -0.7 | -3.3 | -1 | -5
CCOC(=O)N1CCC(NC(=O)c2ccc3c(c2)N(C)CCS3)CC1
    -1.0 | -2 | 2 | 16 | -3 | -1.2 | -1.9 | 114* | 4
O=C(/C=C/c1cccc([N+](=O)[O-])c1)N1CCN(c2ccc(F)cc2)CC1
    0.0 | -2 | 3 | 2 | 0 | 0.9 | -3.7 | 1 | 2
CC1C(=O)Nc2ccccc2N1C(=O)c1ccc(Cl)c(Cl)c1 (stereo unspecified)
    7.3 | 0 | 12 | 5 | -1 | 0.9 | -1.6 | 3 | 1
CC(C)(C)n1nnnc1C(c1cccnc1)N1CCOCC1 (stereo unspecified)
    0.3 | 3 | -3 | -4 | -5 | 0.2 | -2.5 | 3 | 10
COc1cccc(C(=O)NC2CC(C)(C)NC(C)(C)C2)c1OC
    -1.2 | 0 | 16 | -1 | 2 | 0.2 | -2.4 | 1 | 5
CN(CC(=O)N1CC(=O)N(CCc2ccccc2)C(=O)C1)S(=O)(=O)c1cccc2nsnc12
    -0.1 | -19 | -10 | 5 | 4 | -2.7 | -1.6 | 1 | 7
O=C(CNCc1ccncc1)Nc1cc(S(=O)(=O)N2CCCCC2)ccc1Cl
    nt | 5 | 5 | -4 | 8 | -1.2 | -1.3 | 1 | 4
O=C(NCc1ccco1)c1cccc(NS(=O)(=O)c2ccccc2F)c1
    0.8 | -1 | -8 | -1 | -3 | 0.6 | -1.7 | 0 | 2
COC(=O)N1CCCCC1c1cc(C(=O)NCc2ccc(Cl)c(Cl)c2)no1 (stereo unspecified)
    0.5 | -9 | 3 | -1 | nt | nt | -4.7 | -2 | nt
CC1(C)Cc2c(sc(NC(=O)C(=O)N3CCCC3)c2C(N)=O)CO1
    nt | -1 | -5 | 12 | 1 | 0.3 | -0.2 | 1 | 8
COC(=O)C1=C(C)N(Cc2ccccc2)C(=NCC(C)C)N[C@H]1c1cccc(C(F)(F)F)c1
    2.0 | nt | -8 | -6 | 0 | -6.5 | -5.7 | 3 | 27
COc1ccc(S(=O)(=O)N2CCCN(S(=O)(=O)c3ccc(OC)c(C)c3)CC2)cc1C
    -0.9 | 6 | -4 | -2 | -6 | -0.9 | -4.9 | -3 | 0
Cc1cc(N2CCOCC2)ccc1/C=C1\SC(=O)N(C(C)C)C1=O
    2.6 | 5 | -8 | 9 | -4 | 0.0 | -3.0 | -1 | 0
O=C(COC(=O)Cn1cnc2ccccc21)Nc1ccc2c(c1)C(=O)c1ccccc1C2=O
    nt | -17 | 1 | 15 | -6 | -0.1 | -2.3 | -2 | 14
FC(F)(F)c1cccc(N2CCN(C(=S)NC3CCCC3)CC2)c1
    -3.1 | 9 | -5 | 4 | -16 | 1.3 | 0.4 | -2 | -1
COc1ccc(-c2noc(-c3cccnc3)n2)cc1OC
    nt | -2 | -3 | -3 | -5 | 4.3 | -0.9 | 5 | 1
COC(=O)C1C(=O)CC(C)(O)C(C(=O)OC)C1c1ccc2c(c1)OCO2 (stereo unspecified)
    -2.2 | 3 | 6 | -11 | -6 | -0.9 | -4.8 | 0 | -3
Cc1ccc(S(=O)(=O)N2CCC(=O)N(CCOC(=O)Nc3cc(C)cc(C)c3)CC2)cc1
    -0.8 | 2 | 2 | 1 | 9 | 5.5 | -4.0 | 1 | 2
COc1cc(C)ccc1Oc1ccc([N+](=O)[O-])cc1
    nt | 6 | -6 | 4 | nt | nt | 0.2 | 2 | -11
CNC(=O)c1nc(C)n(-c2cc(Cl)ccc2Cl)n1
    nt | -2 | nt | 8 | -6 | 0.3 | -0.3 | 1 | 1
COc1cccc(-c2cc(NC=O)c3ncc(-c4cccc(C(=O)N(C)C)c4)n3c2)c1
    16 | -15 | 2 | 2 | nt | nt | -0.6 | 2 | nt
O=C(CSc1nnc(SCc2ccccc2Cl)s1)N/N=C/c1ccc(C(=O)O)cc1
    1.2 | 3 | 2 | 24 | -16 | 1.3 | -0.9 | -1 | -8
O=C(NCC1CCCO1)C1CCC(=O)N1Cc1ccccc1Cl (stereo unspecified)
    -1.6 | -4 | 6 | 7 | -10 | 2.2 | 0.2 | 1 | 0
O=S(=O)(NCC1CCC(NS(=O)(=O)c2c(F)cccc2F)CC1)c1ccc2c(c1)OCCO2 (stereo unspecified)
    -0.3 | -3 | -3 | 0 | 6 | 0.7 | -1.7 | 0 | 6
COc1ccc(C(=O)COC(=O)c2ccc(-n3cnnn3)cc2)c(OC)c1
    -3.5 | -1 | 0 | 9 | 4 | -1.0 | 0.7 | 3 | -12
c1ccc(CN2CCOCC2)cc1
    -0.9 | 1 | 1 | 11 | -7 | 3.7 | -0.4 | 7 | -1
CN(C)C(=O)CCc1ccc2c3c([nH]c2c1)[C@]1(C)[C@@H](C(=O)N2CCOCC2)C[C@H](CC(=O)NCC24CC5CC(CC(C5)C2)C4)C(=O)N1CC3
    0.8 | 4 | -4 | -9 | nt | nt | -0.7 | 1 | 5
CCOC(=O)CSC(CC)C(=O)Nc1nnc(C(C)C)s1 (stereo unspecified)
    1.3 | 1 | 3 | -3 | -2 | 4.2 | 0.6 | 1 | 6
O=C(ON=C1CCSCC1)c1ccccc1
    -2.3 | -4 | 7 | 1 | 5 | 0.1 | 0.0 | 2 | -7
COc1ccc(CNc2nc(-c3cccnc3)nn2C(=O)c2ccco2)cc1
    nt | 4 | 2 | 3 | 6 | 0.3 | -1.1 | 0 | 1
O=C(CSCc1c(Cl)cccc1Cl)Nc1ccccc1-c1ccccc1
    -0.6 | 9 | 8 | 7 | -9 | -2.4 | -10 | -1 | -4
O=C(CN1CCN(c2ccccc2)CC1)Nc1ccccc1C(F)(F)F
    0.2 | 6 | ? | -6 | -1 | -0.8 | -2.7 | -2 | -19
COc1ccc(NC(=O)c2[nH]ncc2[N+](=O)[O-])cc1
    nt | -2 | 0 | 5 | 6 | 2.7 | -1.3 | 0 | 0
CCC/C(C#CCCN1C(=O)c2ccccc2C1=O)=C1/c2ccccc2C(=O)N1c1ccccc1
    -3.2 | 9 | 4 | 11 | -12 | 0.0 | -3.1 | 0 | -10

Additional compounds follow:
Under each structure: BioA inh | PrPC surface inh | BoNT-F LC inh | GDH-TPI inh | Rv3671c protease | Mtb UGM inh | FadD28 FP inh | Mtb FBA inh | MazEF act
Cc1cc(NC(=O)COC(=O)C2CCN(S(=O)(=O)c3ccccc3)CC2)c([N+](=O)[O-])cc1C
    -1.5 | -9 | -4 | -11 | 9 | -0.4 | -3.5 | -1 | 2
O=C(c1ccco1)N1CCN(C(=O)C2CCN(S(=O)(=O)c3cccs3)CC2)CC1
    2.6 | 0 | 6 | -14 | 4 | 0.9 | -2.9 | 1 | -10
CN(C)S(=O)(=O)c1cc(NC(=O)CNCc2ccc(F)cc2)ccc1Cl
    -1.4 | 12 | -23 | 1 | -1 | -0.9 | nt | 1 | -7
O=S1(=O)CCO[C@H]2Cc3ccccc3[C@H]2N1Cc1cccc(Cl)c1
    -0.7 | -11 | -5 | 3 | 0 | 2.8 | -2.4 | 5 | -2
CC1=Cc2ccccc2C(C#N)N1C(=O)c1ccccc1 (stereo unspecified)
    -0.5 | 7 | -1 | 2 | -6 | -1.0 | -3.7 | 1 | 2
Cc1c(C(=O)NCc2cccnc2)oc2ccc(S(=O)(=O)N3CC(C)CC(C)C3)cc12 (stereo unspecified)
    -1.1 | -2 | -2 | 2 | 3 | -1.1 | -2.2 | 2 | 1
N/C(=N\[N+](=O)[O-])N1CCN(C(=O)OC2CCCC2)CC1
    -1.3 | -1 | -2 | 3 | -1 | -2.3 | 0.0 | 0 | 7
CCC(C)/C(C)=N/NC(=O)c1ccccc1OCCOc1ccccc1 (stereo unspecified)
    nt | 2 | -8 | 10 | 2 | 3.7 | 1.5 | 2 | 4
O=C(c1cn(-c2ccccc2)nc1-c1ccccc1)N1CCOCC1
    -1.1 | 2 | 0 | 9 | 8 | 3.6 | -4.0 | 1 | 0
